MEKK3 PB1 HTS: modulators of MEKK3-MEK5 PB1 binding, primary screen, biochemical, wildtype MEKK3, multiplex bead flow cytometry, Alexa488-MEK5. AID 1529, 2009. binding response (% of control), % at 10 µM. Mitogen-activated protein kinase kinase kinase 3 (Homo sapiens), Q99759. bead-based flow cytometry, Alexa488-MEK5 binding to MEKK3; actives lie on both sides; 0 = blocked by unlabeled MEK5, 100 = vehicle. actives 1.4% (n = 290,000);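 active = binding response more than 3 SD above or below the average of its plate-row segment, actives on both sides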;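 also: Alexa488 bead fluorescence after subtracting the streptavidin-only scavenger bead signal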
Target sequence (Q99759 whole entry, looked up): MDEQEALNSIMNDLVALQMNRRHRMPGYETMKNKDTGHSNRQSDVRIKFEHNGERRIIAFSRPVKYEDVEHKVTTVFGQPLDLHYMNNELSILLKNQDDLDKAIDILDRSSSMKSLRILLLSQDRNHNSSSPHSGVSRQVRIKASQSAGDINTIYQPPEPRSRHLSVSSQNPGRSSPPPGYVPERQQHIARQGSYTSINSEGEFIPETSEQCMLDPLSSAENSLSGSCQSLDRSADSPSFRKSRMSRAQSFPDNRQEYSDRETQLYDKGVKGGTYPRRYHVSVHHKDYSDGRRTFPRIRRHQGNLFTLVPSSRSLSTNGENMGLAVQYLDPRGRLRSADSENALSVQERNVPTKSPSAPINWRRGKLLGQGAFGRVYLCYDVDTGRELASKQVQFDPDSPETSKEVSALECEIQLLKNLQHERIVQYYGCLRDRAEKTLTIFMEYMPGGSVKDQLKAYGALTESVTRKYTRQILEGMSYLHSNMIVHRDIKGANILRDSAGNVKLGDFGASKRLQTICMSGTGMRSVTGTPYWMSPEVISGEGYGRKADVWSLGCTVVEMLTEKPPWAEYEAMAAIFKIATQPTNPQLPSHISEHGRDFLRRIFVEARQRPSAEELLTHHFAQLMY
GalR3 antagonist: GalR3 antagonists in HEK293 cells, primary screen, cell-based, fluorescence readout; Galanin receptor type 3 (Homo sapiens), O60755; HEK293 GalR3-CNG cAMP membrane potential fluorescence; galR3 body fused to GalR1 C-terminus; inhibition, % at 3 µM; actives 0.44% (n = 360,000);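 active = inhibition above the screen-wide average plus 3 SD, cut at about 13% in these data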;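 also: forskolin and galanin both at EC90 stimulate the cells; cAMP rise reported by CNG channel membrane potential dye signal; 0% = forskolin plus galanin with DMSO and 100% = forskolin alone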
Target sequence (O60755 1-299 limits assumed): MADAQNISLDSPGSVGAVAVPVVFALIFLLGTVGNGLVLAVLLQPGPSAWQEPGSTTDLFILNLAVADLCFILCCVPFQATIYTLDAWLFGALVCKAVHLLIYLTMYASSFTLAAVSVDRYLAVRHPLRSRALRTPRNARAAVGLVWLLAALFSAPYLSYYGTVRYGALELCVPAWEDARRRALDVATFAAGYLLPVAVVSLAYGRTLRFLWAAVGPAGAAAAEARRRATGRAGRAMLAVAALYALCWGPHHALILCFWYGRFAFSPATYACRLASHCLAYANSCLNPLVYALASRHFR
UBC9 SUMO inh: inhibitors of in vitro SUMOylation cascade, primary screen, biochemical, HTRF, uHTS; SUMO-conjugating enzyme UBC9 (Homo sapiens), P63279; HTRF SUMOylation assay, SAE1/SAE2 + UBC9; inhibition, % at 35 µM; actives 0.36% (n = 290,000); AID 2006, 2009; in the data active = inhibition above about 50%, passing the limit was not always enough; also: strong numbers were not always called active
Target sequence (P63279 whole entry, looked up): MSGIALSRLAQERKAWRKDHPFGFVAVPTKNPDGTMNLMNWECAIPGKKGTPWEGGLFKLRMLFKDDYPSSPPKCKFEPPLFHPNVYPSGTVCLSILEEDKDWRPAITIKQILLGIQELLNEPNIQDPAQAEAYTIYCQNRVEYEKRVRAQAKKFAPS
MEKK2mut PB1 HTS: MEK5 binding signal on mutant MEKK2 PB1, primary screen, biochemical, multiplex bead flow cytometry, Alexa488-MEK5. percent response, % at 10 µM. actives 0.35% (n = 290,000). AID 1530, 2009. Alexa488-MEK5 binding to MEKK2 mutant; in the data active = percent response above about 24%, passing the limit was not always enough; also: inactives centre near 1; some results filed as inactive read as strong as hits
MEKK2wt PB1 HTS: modulators of MEK5 binding to wildtype MEKK2, primary screen, biochemical, multiplex bead flow cytometry, Alexa488-MEK5 | binding response (% of control), % at 10 µM | Alexa488-MEK5 binding to MEKK2 WT; actives lie on both sides | AID 1531, 2009 | Mitogen-activated protein kinase kinase kinase 2 (Homo sapiens), Q9Y2U5 | actives 1.1% (n = 290,000); in the data active = binding response below about 67% or above about 130%
CRFR2-BP ag: agonists of CRF-BP/CRF-R2 complex, primary screen, cell-based, HEK293, calcium dye fluorescence, uHTS. calcium dye fluorescence (FLIPR); percent of saturating CRF peptide response. activation, % at 13.2 µM. actives 0.46% (n = 350,000). AID 588473, 2011;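 active = activation of at least 50%, plus an integration ratio under a set limit after plate pattern correction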;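 also: plate controls were neutral control wells without compound for no effect and CRF at EC100 for full effect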
HCV NS3 hel inh: inhibitors of HCV NS3 helicase, primary screen, biochemical, Cy5 molecular beacon fluorescence; inhibition, % at 10.9 µM; Hepatitis C virus NS3 helicase; NS3 helicase DNA unwinding; actives 0.56% (n = 290,000);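 active = inhibition above the mean of all tested compounds plus 3 SD, set per campaign, cut at about 35% in these data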;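 also: 0% = DMSO wells and 100% = thioflavine S control wells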
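System: Hepatitis C virus NS3 helicase domain fragment enzyme | Reagent: Annealed dual-labelled DNA beacon duplex, ATP-started | Compound dosing: 10.9 µM single point, 0.8% DMSO | Incubation: 1 h reaction at 25 °C, ATP-initiated | Technique: Cy5 fluorescence | Evaluation: Percent inhibition from t60/t0 fluorescence ratio | Benchmarks: Low DMSO, high thioflavine S at 110 µM | Replication: Singlicate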
DNA FID counter: compounds displacing fluorescent DNA intercalator, primary screen, artefact control for HCV NS3 helicase inhibitor project, biochemical, FID fluorescence | DNA fluorescent intercalator displacement | inhibition, % at 7.9 µM | actives 0.17% (n = 290,000) | AID 1845, 2009; in the data active = inhibition above about 37%;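 also: 0% = vehicle and 100% = reference compound; higher means more ethidium bromide displaced from hairpin DNA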
CRFBP-R2 block: antagonists of CRF-BP/CRF-R2 complex, primary screen, cell-based, HEK293, calcium dye fluorescence, uHTS; actives 0.59% (n = 350,000); CRF-induced calcium fluorescence; inhibition, % at 11.8 µM; AID 588475, 2011;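 active = inhibition of the ligand-induced calcium signal above about 50% at the single tested concentration, limit read from the data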
* = called active by the depositor; nt = not tested or not shown. This is a subset; rates above refer to the full screens.

Results follow in this order: MEKK3 PB1 HTS	GalR3 antagonist	UBC9 SUMO inh	MEKK2mut PB1 HTS	MEKK2wt PB1 HTS	CRFR2-BP ag	HCV NS3 hel inh	DNA FID counter	CRFBP-R2 block
CCOC(=O)c1ccc2nc3c(cc2c1)CCS3
 : 103.0	-5.9	17.7	5.0	105.0	-1.0	-3.1	-4.7	-29.3
COc1ccc(-c2csc(NCCc3nc4cc(Cl)c(N5CCCCC5)cc4n3CCOCCO)n2)cc1
 : 84.0	-1.4	nt	-3.0	91.0	3.0	nt	nt	-8.2
NNC(=O)c1ccc(COc2ccc3ccccc3c2)o1
 : 100.0	-4.1	7.8	3.0	99.0	3.3	-0.6	-0.9	-2.7
COc1cc2c(cc1OC)CN(CC(=O)Nc1ccc(F)cc1)C(C(=O)O)C2 (centres undefined)
 : 100.0	-6.0	6.7	7.0	104.0	-0.7	-3.5	-2.7	-9.0
Cn1c(=O)[nH]c(=O)c2c1nc(Br)n2CCCO
 : 78.0	-2.3	14.7	2.0	101.0	0.9	-6.5	-0.8	1.7
COc1cccc(N2CCN(C(=O)CN(c3ccc(C)cc3)S(=O)(=O)c3c(C)n[nH]c3C)CC2)c1
 : 106.0	nt	4.3	8.0	106.0	31.6	-19.7	-34.7	-31.4
COc1ccc(C)cc1-n1nnnc1SCC(=O)NNC(=O)c1ccc([N+](=O)[O-])cc1
 : 100.0	-5.2	-3.0	2.0	102.0	0.4	-3.9	-1.0	-0.6
Cc1cccc(-c2nnc(SCC(=O)Nc3cccc(C(=O)N4CCOCC4)c3)n2C)c1
 : 95.0	0.5	6.9	-3.0	99.0	-0.9	-1.1	-25.2	15.4
COC(=O)c1cccc(NC(=O)CSc2nc(O)c(-c3ccccc3)c(=O)[nH]2)c1
 : 104.0	-3.3	4.2	1.0	103.0	1.4	-4.0	-3.4	-2.3
COC(=O)N/N=C/c1cccnc1
 : 106.0	-2.6	4.2	-2.0	103.0	0.5	13.1	-7.5	1.7
COc1ccc(NC(=O)COc2ccc(N(C)S(=O)(=O)c3ccc(C)cc3)cc2)cc1
 : 93.0	-0.6	-8.7	-2.0	98.0	-2.9	-2.6	-29.4	-18.5
Cc1cccc(NC(=O)CCCc2ccccc2)c1
 : 107.0	-9.6	-1.3	7.0	101.0	-0.4	7.4	-9.2	2.9
O=C(N/N=C/c1cccs1)C(O)c1ccccc1 (centres undefined)
 : 101.0	-8.3	3.2	-1.0	102.0	-3.5	10.3	-6.1	9.2
O=C(Nc1ccccc1SCC1CSc2nc3ccccc3c(=O)n21)c1cccc(Cl)c1 (centres undefined)
 : 106.0	-1.4	13.5	-1.0	108.0	-1.3	-5.9	-20.2	8.9
CCCNS(=O)(=O)c1ccc(CCC(=O)N2CCOCC2)cc1
 : 106.0	-1.6	5.7	3.0	108.0	0.2	-1.9	0.9	7.5
O=C(CSc1ccc(-c2ccco2)nn1)Nc1ccc(F)cc1
 : 98.0	-3.1	6.4	1.0	101.0	-0.3	24.4	-10.8	7.2
C#CCOc1nc(OCC#C)nc(OCC#C)n1
 : 102.0	1.4	-9.9	2.0	99.0	-3.4	-4.0	0.0	-12.6
O=c1oc(-c2ccccc2)cc(Cl)c1Cl
 : 94.0	-8.8	-20.8	-2.0	94.0	3.2	-5.3	-1.7	-0.5
Cc1ccccc1OCC(=O)O/N=C(\N)Cc1cccs1
 : 62.0	-6.5	16.9	-2.0	98.0	-1.1	-18.3	-3.6	-14.1
CCOC(=O)c1cnn(-c2ccc([N+](=O)[O-])cc2)c1N
 : 101.0	-1.3	6.9	12.0	101.0	-1.1	-6.5	-8.1	-8.0
COc1ccc(NC(=O)c2ccc(S(=O)(=O)N(C)C)cc2)cc1OC
 : 99.0	0.8	3.3	-1.0	97.0	2.1	-5.0	-5.1	22.0
Cc1nc(-c2cccc(NC(=O)Cc3ccccc3)c2)cs1
 : 102.0	-0.9	-2.8	2.0	101.0	-4.1	-8.2	-13.3	-10.4
CCCOC(=O)c1ccc(Oc2c(-c3ccc(OC)cc3O)n[nH]c2C)cc1
 : 97.0	-3.3	-27.6	-1.0	95.0	2.9	-14.8	-7.5	-28.5
O=S(=O)(NOCc1ccc(Cl)cc1)c1ccc(Cl)cc1
 : 108.0	-8.2	-19.6	6.0	107.0	-5.3	-16.8	-6.5	28.7
CCc1ccc(NC(=S)Nn2cnnc2)cc1
 : 104.0	-0.3	10.7	0.0	101.0	0.7	18.5	-3.2	-5.1
CC(=O)N(Cc1cccs1)Cc1cc2cc(C)c(C)cc2nc1Cl
 : 102.0	-7.5	-3.0	-13.0	85.0	-1.4	-18.3	-33.9	-23.4
COc1ccc(N2CCN(C(=O)COCc3cc(-c4ccc5c(c4)OCO5)on3)CC2)cc1
 : 100.0	-7.4	15.2	0.0	97.0	-2.1	-2.1	-41.5	-5.1
Cc1c(-c2csc(N)n2)cnn1C
 : 96.0	-3.4	14.3	-9.0	96.0	0.3	-5.1	-0.7	4.0
CN1C(=O)CC(Sc2ncccc2C(=O)O)C1=O (centres undefined)
 : 94.0	-2.1	7.7	-3.0	94.0	4.7	-19.1	1.8	-1.9
Cc1ccc(NC(=O)CCNC(=O)c2ccccc2)cc1F
 : 101.0	-9.7	3.2	2.0	93.0	1.1	-8.7	-10.5	3.8

Taken from above:
MEKK2wt PB1 HTS with CCCOC(=O)c1ccc(Oc2c(-c3ccc(OC)cc3O)n[nH]c2C)cc1 → 95.0
MEKK2mut PB1 HTS with COc1ccc(NC(=O)COc2ccc(N(C)S(=O)(=O)c3ccc(C)cc3)cc2)cc1 → -2.0

The listing continues:
Results follow in this order: MEKK3 PB1 HTS	GalR3 antagonist	UBC9 SUMO inh	MEKK2mut PB1 HTS	MEKK2wt PB1 HTS	CRFR2-BP ag	HCV NS3 hel inh	DNA FID counter	CRFBP-R2 block
CCOc1cc(N2CCOCC2)c(OCC)cc1NC(=O)CCC1CCCC1
 : 97.0	-5.5	-8.9	1.0	99.0	3.1	2.3	-14.2	4.2
COc1ccccc1NC(=O)CSc1nnc(CNC(=O)c2ccco2)n1C
 : 102.0	-5.7	19.7	0.0	103.0	0.5	1.1	-5.0	-3.2
O=C(OCc1ccccc1F)c1ccc2c(c1)-c1ccccc1C2=O
 : 100.0	nt	0.5	4.0	97.0	2.4	-0.2	2.1	-71.5
Cc1[nH]c(=O)[nH]c(=O)c1S(=O)(=O)Nc1ccc(Oc2ccccc2)cc1
 : 98.0	1.1	12.7	1.0	98.0	2.4	4.3	-1.2	-4.7
COc1cccc(-c2nc(CS(=O)CC(=O)NCc3ccc4c(c3)OCO4)c(C)o2)c1 (centres undefined)
 : 110.0	nt	12.7	10.0	114.0	-3.8	0.0	-26.6	6.7
O=C(NCc1ccccc1)N1CCN(c2ccccc2)CC1
 : 105.0	-2.8	-5.2	15.0	107.0	0.1	4.7	-8.5	10.8
CC(C)C(=O)N1CCN(c2ccc(NC(=O)c3ccc4c(c3)OCCO4)cc2Cl)CC1
 : 102.0	-5.4	6.0	8.0	101.0	0.0	8.2	-2.9	-44.3
CCCN1CCN(C(=O)c2c(Cl)cnn2C)CC1
 : 106.0	-3.1	0.9	1.0	109.0	1.5	8.0	0.8	5.8
N#Cc1ccccc1Cn1c(=O)n(C2CCCC2)c(=O)c2ccccc21
 : 100.0	-4.6	10.4	0.0	97.0	1.7	12.2	-10.0	2.8
CCN(CC)C(=O)CCn1nc(-c2ccc(C)cc2)c2ccccc2c1=O
 : 96.0	nt	-5.9	-2.0	96.0	-3.1	14.1	-41.5	-16.7
COC(=O)c1ccc(NC(=O)Cc2ccc(F)cc2)cc1
 : 100.0	-9.4	2.5	1.0	106.0	-7.1	1.4	-1.0	6.7
Cc1nn(-c2ncc(C(F)(F)F)cc2Cl)c(=O)n1-c1c(F)cccc1F
 : 91.0	-0.5	8.8	-7.0	86.0	0.2	12.8	-8.9	5.2
COc1ccc(Nc2nc(N3CCN(S(C)(=O)=O)CC3)nc3ccccc23)c(OC)c1
 : 103.0	-2.8	10.5	1.0	104.0	-0.6	-14.7	0.0	3.8
CCOC(=O)C1C(=O)Oc2ccc3ccccc3c2C1C1CCOC1=O (centres undefined)
 : 107.0	5.0	-13.3	9.0	111.0	-2.0	-2.3	-6.2	19.9
CC(=O)c1c(C)oc2ccc(NS(=O)(=O)c3ccccc3)cc12
 : 101.0	-4.8	-13.2	2.0	105.0	-0.4	-5.5	-26.8	2.9
Cc1ccc(C2=NN(C(=O)CSc3nccn3C)C(c3ccco3)C2)cc1 (centres undefined)
 : 100.0	-1.4	14.1	4.0	106.0	-1.5	2.5	-27.7	0.5
CC1(C)CC(=O)C(C=NCC2CCN(C(=S)Nc3cccc(Cl)c3)CC2)=C(O)C1
 : 104.0	0.1	-1.7	10.0	108.0	-0.8	6.1	-19.1	-7.3
Cc1ccc2[nH]c3c(=O)n(CC(=O)Nc4ccccc4N4CCN(C)CC4)ncc3c2c1
 : 100.0	-7.2	0.4	5.0	121.0	0.1	-34.2	27.8	-17.1
CC(C)NC(=O)c1ccc(CS(=O)(=O)c2ccc(Br)cc2)o1
 : 90.0	-1.4	4.3	-2.0	90.0	0.7	6.8	-1.9	10.4
Cc1ccc(Nc2nc(N)c(C#N)c(CC#N)c2C#N)cc1
 : 101.0	0.8	15.6	0.0	98.0	-1.3	7.5	-8.7	-1.5
COc1ccc2[nH]cc(CCNC(=O)C3CCCNC3=O)c2c1 (centres undefined)
 : 89.0	3.9	27.9	6.0	106.0	1.9	2.7	-2.4	-9.5
CCN(CCO)Cc1csc2ccc(Cl)cc12
 : 93.0	0.2	-18.1	-2.0	97.0	-1.4	-4.3	-2.3	0.1
CC(=O)c1c(N2CCN(Cc3ccccc3)CC2)nc(=S)n(-c2ccccc2)c1C
 : 98.0	-6.7	9.0	-2.0	90.0	2.9	6.6	-19.6	4.8
Cc1cccc(N2CCN(C(=O)CCC(=O)N3CC(C)Oc4ccccc43)CC2)c1C (centres undefined)
 : 97.0	nt	15.8	-2.0	92.0	-1.1	-30.1	-47.8	17.0
COCC(=O)n1nc(-c2ccc(C)cc2)nc1NCc1ccc(F)cc1
 : 98.0	0.1	-1.2	-2.0	101.0	2.4	-15.8	-2.5	-15.2
COc1ccc2cc(CN(Cc3ccco3)C(=S)NCC3CCCO3)c(=O)[nH]c2c1 (centres undefined)
 : 106.0	-3.4	5.1	-8.0	97.0	1.8	2.8	6.3	-20.1
Clc1ccccc1Cc1noc(CN2CCN(Cc3ccccn3)CC2)n1
 : 101.0	6.6	-17.1	-9.0	91.0	6.2	-0.3	-1.1	15.7
CCn1c(Cc2ccccc2)nnc1SCC(=O)Nc1ccc(N)cc1
 : 109.0	-7.9	16.3	3.0	104.0	0.9	0.1	-7.1	5.4
